D1 allo mod = allosteric modulators of human D1 dopamine receptor. P21728. HEK293 D1, CRE-luciferase, dopamine EC30 potentiation; actives deviate in either direction. B-score at 10 µM. actives 5.9% (n = 58,000). AID 641;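 active = luminescence count or its row- and column-corrected plate score outside the 99.7% band of the plate's sample wells, on either side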
Target sequence (P21728 whole entry, looked up): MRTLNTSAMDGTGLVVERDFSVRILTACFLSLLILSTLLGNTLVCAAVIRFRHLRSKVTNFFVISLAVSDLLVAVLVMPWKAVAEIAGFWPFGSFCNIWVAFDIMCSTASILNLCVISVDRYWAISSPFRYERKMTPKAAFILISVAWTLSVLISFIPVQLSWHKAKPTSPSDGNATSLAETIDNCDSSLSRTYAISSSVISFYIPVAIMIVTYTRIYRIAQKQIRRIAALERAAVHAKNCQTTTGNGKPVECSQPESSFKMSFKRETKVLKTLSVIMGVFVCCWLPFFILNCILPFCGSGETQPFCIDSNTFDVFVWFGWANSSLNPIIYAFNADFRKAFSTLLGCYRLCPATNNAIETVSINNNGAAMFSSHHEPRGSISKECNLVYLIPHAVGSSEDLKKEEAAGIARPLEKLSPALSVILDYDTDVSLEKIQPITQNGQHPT
S1P3 agonist = agonists of human S1P3 receptor | S1P3 NFAT-BLA reporter cells, agonism, FRET ratio; relative to 1 µM S1P, basal subtracted | Q99500 | actives 0.1% (n = 60,000) | AID 373 | activation, % at 4.5 µM;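 active = activation above the screen-wide mean plus 3 SD, cut at about 4.5% in these data, passing the limit was not always enough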; note: some compounds called inactive have numbers as strong as hits
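Benchmarks: high control 1 µM S1P / System: stable CHO line with human S1P3, Gα16, NFAT-BLA reporter / Dosing: single compound concentration, 4.5 µM final / Timing: 4 h compound at 37 °C, 2 h substrate at RT / Measured by: FRET β-lactamase substrate fluorescence, excitation 405 nm, 460/535 nm emission ratio, background-subtracted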
E coli RNAP = Escherichia coli RNA polymerase inhibition | E. coli RNA polymerase, fluorescence transcription assay | inhibition, %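 (tested at 10 µM)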 | actives 0.2% (n = 62,000) | AID 559; in the data active = inhibition above about 20%;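 note: 0% = enzyme without compound and 100% = no enzyme blank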
S1P1 ag pot = activates or potentiates agonism at human S1P1 receptor. S1P1 CRE-bla cells, forskolin, beta-lactamase FRET, potentiator mode; S1P1 agonist co-added at EC20, 2 nM; 100% = saturating reference agonist, 0% = basal. actives 0.57% (n = 56,000). activation, % at 9.5 µM. AID 449. P21453;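 active = activation above a cutoff set at the mean activation of all tested compounds plus 3 SD, cut at about 54% in these data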;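 note: forskolin at 4 µM as EC80 and the EC20 agonist is SEW2871; 100% = SEW2871 at its EC100 plus forskolin at EC80; some compounds past the cut are filed as inactive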
Target sequence (P21453 whole entry, looked up): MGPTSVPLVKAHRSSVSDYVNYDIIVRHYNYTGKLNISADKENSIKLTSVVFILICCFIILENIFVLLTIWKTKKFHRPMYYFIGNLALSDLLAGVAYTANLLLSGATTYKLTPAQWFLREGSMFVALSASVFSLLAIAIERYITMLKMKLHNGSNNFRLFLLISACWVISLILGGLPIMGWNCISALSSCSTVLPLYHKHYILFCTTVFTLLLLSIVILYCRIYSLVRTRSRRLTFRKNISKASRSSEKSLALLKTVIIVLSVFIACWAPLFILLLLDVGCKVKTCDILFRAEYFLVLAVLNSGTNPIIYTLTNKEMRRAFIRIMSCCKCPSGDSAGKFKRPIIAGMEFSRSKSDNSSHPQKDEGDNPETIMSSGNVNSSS
TNAP act mid DEA = human TNAP activation, intermediate phosphate acceptor. P05186. purified TNAP, CDP-star luminescence, 100 mM DEA, 30 min; active compounds read high; scale: 0 levamisole-inhibited, 1 vehicle-only enzyme. activation factor at 20 µM. 64,000 tested, under 10 active;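 active = activation factor of at least 2 at 20 µM, relative to controls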
M1 antagonist = M1 muscarinic receptor (rat) antagonism | P08482 | CHO-M1 cells, Fluo-4 calcium, ACh EC80 antagonist mode; active compounds read low | B-score at 10 µM | actives 3.4% (n = 64,000) | AID 628;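 active = calcium fluorescence response, raw or row-and-column corrected B-score, differing from the plate sample mean either way at a set confidence level, mostly lower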
HEK293 NFkB inh = lowers PMA/ionomycin-induced NF-kB signal in HEK293 cells. AID 465. inhibition, % at 3 µM. HEK-293 NF-kB luciferase reporter, luminescence. actives 0.21% (n = 62,000);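 active = inhibition above the mean of all tested compounds plus 3 SD, cut at about 40% in these data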;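 note: 0% = stimulated DMSO wells and 100% = 10 µM reference inhibitor 5653914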
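Reagent: PMA plus ionomycin mix as NF-kB-activating stimulus. Assay system: NF-kB luciferase reporter HEK-293 cells. Technique: luminescence from luciferase substrate reagent. Incubation: 1 h compound pre-incubation, 16 h PMA/ionomycin at 37 °C. Benchmarks: DMSO only as uninhibited control, 10 µM reference inhibitor as full inhibition. Repeats: tested once.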
Jurkat viability = reduces viability or proliferation of Jurkat cells; actives 1.2% (n = 56,000); AID 463; inhibition, % at 4 µM; Jurkat E6.1 viability, ATP luminescence, 48 h;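 active = inhibition above the mean inhibition of all tested compounds plus 3 SD, cut at about 28% in these data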
M1 ag = activates the M1 muscarinic receptor; CHO-M1 cells, Fluo-4 calcium fluorescence, agonist mode; active compounds read high; B-score at 10 µM; actives 3% (n = 64,000); AID 626;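 active = fluorescence rise, raw or as B-score row- and column-corrected plate score, outside the 99.7% band of its plate's samples, either direction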
Active calls of the source: *; / = not tested or not shown.

Structure	D1 allo mod	S1P3 agonist	E coli RNAP	S1P1 ag pot	TNAP act mid DEA	M1 antagonist	HEK293 NFkB inh	Jurkat viability	M1 ag
N#Cc1c(NC(=O)CCN2C(=O)c3ccccc3C2=O)oc(-c2ccccc2)c1-c1ccccc1	-0.54	-1.8	3	-9	1	-0.56	24	-9	0.95
COc1cccc(CC(NC(C)=O)C(=O)NC2CCN(c3c4c(nc5ncnn35)CCC4)CC2)c1 (configuration not stated)	0.49	0.5	12	-2	0.9	0.031	6	-8	0.025
CC1CCc2c(sc(NC(=O)c3noc4c3CCCC4)c2C(N)=O)C1 (configuration not stated)	-0.65	-0.4	7	9	0.9	-0.15	-58	-4	-0.47
CN(C)CCCNc1oc(-c2ccccc2)nc1C#N	-0.49	0.4	3	18	0.9	-0.73	-3	0	-0.92
COc1ccc(/C(O)=C2/C(=O)C(=O)N(CCN3CCOCC3)C2c2cccnc2)cc1OC (configuration not stated)	/	-2.6	/	0	1	0.96	/	/	-0.0047
CC1CN(c2nc3c(c(=O)n(C)c(=O)n3C)n2Cc2c(Cl)cccc2Cl)CC(C)O1 (configuration not stated)	0.69	-0.5	8	7	1	3.2*	27	3	-0.28
Cc1ccc2c(c1)N(CC(=O)NCc1cccs1)C(=O)CO2	0.13	/	5	/	0.9	0.18	4	/	-0.22
C=CCOc1cccc(C2/C(=C(/O)c3ccc(C)cc3)C(=O)C(=O)N2CCN2CCOCC2)c1 (configuration not stated)	-0.42	-0.4	9	2	1	-0.016	15	-2	-1.4
Cc1noc(NS(=O)(=O)c2ccc(N3CC(O)=C(c4ccccc4)C3=N)cc2)c1C	0.22	-0.9	2	-109	0.9	0.28	16	-6	-0.11
COc1ccccc1CNC(=O)C1CCN(S(=O)(=O)N2CCCCC2)CC1	0.08	-1.3	7	0	0.8	-0.6	-5	2	-0.19
CCC(C)n1c(C)nc2c(c1=O)c1nc3ccccc3nc1n2-c1ccc2c(c1)OCCO2 (configuration not stated)	-5.3*	-0.5	4	-4	1	-0.35	1	-18	-0.66
Cc1ccc2c(COC(=O)c3cnc(C)cn3)cc(=O)oc2c1	0.5	0.4	6	3	0.9	0.95	10	-11	0.13
NC(=O)CSc1nnc(-c2ccncc2)n1-c1ccc(Cl)cc1	/	0.4	7	-14	0.9	0.2	2	-2	-0.6
O=C1c2ccccc2NC(c2ccc3c(c2)OCCO3)N1c1ccc2c(c1)OCCO2 (configuration not stated)	-2.6	/	9	/	0.9	-0.42	-32	/	2.9
COC(=O)c1cccc(NC(=O)c2ccc(S(=O)(=O)N3CCN(C)CC3)cc2)c1	-2.2	0.0	14	-13	0.9	-0.43	11	-2	0.56
CC(C)C1C(C#N)=C(N)Oc2n[nH]c(C(C)(C)C)c21 (configuration not stated)	-0.18	-5.1	6	10	0.8	-0.34	/	/	0.64
CCOC(=O)c1cnn(-c2nc(CC)nc3sc4c(c23)CCC4)c1N	-0.66	-0.2	10	-24	0.9	-0.096	12	4	-0.025
COC(=O)c1nonc1NCn1nnc2ccccc21	1.3	-2.3	10	-12	0.9	0.12	8	2	-0.34
Brc1ccc(C2=Nn3c(nnc3-c3ccncc3)SC2)cc1	0.39	-1.7	0	13	0.9	-2.7	34	-1	-0.11
Cc1cc(NC(=O)c2cccc(N3C(=O)CCC3=O)c2)no1	0.6	-0.7	5	-22	0.9	0.053	8	7	0.47
CC(c1ccco1)N(C(=O)C12CC3CC(CC(C3)C1)C2)c1ccccn1 (configuration not stated)	/	0.2	11	4	0.9	-0.58	15	-6	-0.22
O=C(CSc1ncccn1)NCc1ccccc1Cl	-0.25	-0.4	8	-28	1	0.72	2	-12	1.6
O=C(CN1C2CCC1CC(NC(=O)NC1CCCCC1)C2)NC1CC1 (configuration not stated)	-0.019	-0.4	12	6	1	0.24	14	6	-0.55
CC1(C)Cc2c(sc3c2C(=O)N(c2ccccc2)C2=NCCCN23)CO1	/	-4.6	/	-14	1	0.0028	/	/	-0.21
Cn1c(=O)c2cc(S(=O)(=O)NC(C(=O)N3CCCCCC3)c3ccccc3)ccc2n(C)c1=O (configuration not stated)	-0.5	0.0	9	-11	1	0.67	17	-8	0.65
Cn1c2ccccc2c2cc(C(=O)OCC(=O)N3CC(=O)Nc4ccccc43)sc21	-1.9	-1.9	-1	21	0.9	0.15	-6	0	4.1
Cc1noc(C)c1C(=O)N1CCC(Cc2ccccc2)CC1	-0.037	0.3	10	9	0.9	0.14	22	-7	-0.015
O=C(CCn1c(=O)sc2ccccc21)Nc1nccs1	-0.67	/	0	/	0.9	-0.022	5	/	0.057
Cc1ccc2nsnc2c1S(=O)(=O)N(CCO)Cc1cc2cc3c(cc2[nH]c1=O)OCCO3	1.3	-0.5	8	-8	0.8	0.18	5	-2	-0.13
O=C(O)CCC(=O)NCCn1c(-c2ccccc2)csc1=Nc1ccccc1	-0.026	-0.9	3	-3	0.9	0.39	6	3	-0.097
O=C(CSc1nc2ccccc2c(=O)n1-c1ccc(Cl)cc1)c1ccco1	0.76	0.0	5	5	0.8	-0.091	11	-3	0.13
O=C(CN1CCN(c2nc(-c3ccccc3)cs2)CC1)NCc1ccc2c(c1)OCO2	-0.046	-0.3	1	15	1	-0.88	9	0	-0.27
O=C(NCc1ccco1)c1ccc(CN2CCOCC2)cc1	0.15	/	1	/	0.9	0.028	23	/	0.68
COc1cccc(C(=O)CSc2nnc(COc3cccc4cccnc34)o2)c1	3.8	-1.3	-11	1	0.8	-0.91	9	15	1.9
Cc1ccc(C)c2[nH]c(=O)c(CCNC(=O)CC(C)C)cc12	-0.22	-1.4	7	-1	0.9	0.43	15	-4	-0.024
Cc1ccc(OCc2ccc(C(=O)Nc3nccs3)o2)cc1	0.4	-0.4	3	3	0.9	0.84	-16	4	0.028
CCOc1ccc(NC2=NCC(=O)N2CCc2ccccc2)cc1	-1	-1.0	3	20	1	-1	-5	8	-0.94
Cc1ccc(N(CC(=O)NCc2ccco2)C(=O)CCC(=O)Nc2ccccn2)cc1C	-0.88	-1.2	5	-10	0.9	0.054	2	-4	0.55
O=C1c2ccccc2C(O)N1Cc1ccccc1 (configuration not stated)	1.1	0.1	2	10	1	-1.5	18	-4	-0.27
CS(=O)(=O)N(CC(=O)Nc1cccnc1)c1ccc2c(c1)OCO2	0.58	-0.4	5	/	0.9	-0.82	14	-3	-0.97
CCN(CC)CCN1C(=O)C(=O)/C(=C(/O)c2c(C)[nH]c(C(=O)OC)c2C)C1c1ccco1 (configuration not stated)	-0.99	-5.8	8	11	0.8	0.2	/	/	-1.4
CCOC(=O)c1[nH]c2ccc(OCC)cc2c1NC(=O)CN1CCC2(CC1)OCCO2	0.25	0.0	4	-9	0.9	-0.51	15	2	0.038
COC(=O)c1ccc(NC(=O)CS(=O)(=O)Cc2ccccc2)cc1	2.6	-1.5	2	-8	0.9	0.24	7	3	-0.34
CCN1CCc2c(C#N)c(N3CCOCC3)nc(NCc3ccccc3)c2C1	0.93	-0.5	3	-26	0.9	-2.2*	/	/	-2
C=C(C)Cn1c(SCCCO)nc2c1c(=O)[nH]c(=O)n2C	3.3	-0.4	1	-9	0.8	-0.72	8	2	-0.47
CCCC(=O)n1nc(-c2ccc(Cl)cc2)nc1SC	0.76	-0.2	9	2	0.8	0.73	0	-1	0.53
CCOC(=O)Nc1cccc(NC(=O)c2cc(OC)cc(OC)c2)c1	-0.023	-0.6	2	/	0.9	-0.028	14	-1	0.7
CCOC(=O)COc1ccc(S(=O)(=O)NCc2ccco2)cc1	0.055	-0.4	13	19	0.9	-0.18	7	-1	-0.97
CCOC(=O)N1CCN(Cc2nc3c(c(=O)n(C)c(=O)n3C)n2CCC(C)C)CC1	/	-0.2	6	-22	1	-0.8	15	0	-1
C=CCNC(=O)c1ccc(C)c(Br)c1	-0.062	-0.2	9	/	0.8	-1.5	3	-8	-0.24

Going on with the list:
Structure	D1 allo mod	S1P3 agonist	E coli RNAP	S1P1 ag pot	TNAP act mid DEA	M1 antagonist	HEK293 NFkB inh	Jurkat viability	M1 ag
Cc1cc(C)c(S(=O)(=O)N(C)CC(=O)N2CCCCC2)c(C)c1	0.068	-0.4	1	-2	1	-0.14	15	2	0.04
O=C1CCc2cc(S(=O)(=O)NC(Cc3ccccc3)C(=O)NCC3CCCO3)ccc2N1 (configuration not stated)	-1.1	-1.3	-2	5	1.1	-0.061	11	-3	1
CCCc1cn(S(=O)(=O)c2ccc(OC)cc2OC)nc1N	2.3	-0.5	9	/	0.8	0.33	-5	2	-0.033
COc1ccc(-n2nnnc2Sc2ccc(S(=O)(=O)N3CCOCC3)cn2)cc1	0.24	-1.0	3	2	0.9	-0.94	30	3	0.34
Cc1ccc(C2CCN(C(=O)Nc3ccccc3)C2)cc1 (configuration not stated)	-0.39	-1.4	-7	9	1	0.71	-20	1	0.89
Cc1cc(C)nc(N2CCC(C(=O)NC3CCCCCC3)CC2)n1	-0.44	1.0	-5	4	1	-0.44	-5	-5	0.16
